From PubChem BioAssay
TAAR1 antag: antagonists of human TAAR1 | AID 624466 | Q96RJ0 | CHO RD-HGA16 TAAR1, Fluo-8 calcium fluorescence, antagonist | inhibition, % at 3 µM | 360,000 tested, 1.5% active;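 active = inhibition above a per-plate cutoff, the mean inhibition of test compounds on that plate plus 3 SD, cut at about 49% in these data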;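 also: 0% = DMSO plus EC80 beta-PEA response and 100% = DMSO alone without agonist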
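Assay system: RD-HGA16 CHO cells with stable hTAAR1 and Gα16 / Reagent: EC80 β-phenethylamine stimulus / Doses: 3 µM, single point / Timing: dye loading 75 min at 37 °C, then 30 min room temperature / Measured by: Fluo-8 intracellular calcium dye fluorescence, real-time kinetic reads / Controls: vehicle wells and EC80 agonist wells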
M1 ag parental: M1 agonist counterscreen hit in parental CHO-K1 cells | Fluo-8 calcium fluorescence; scaled to maximal ATP response, vehicle zero | activation, % at 3 µM | AID 602248 | 360,000 tested, 0.48% active; in the data active = activation above about 15%;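 also: untransfected CHO-K1 host cells lacking M1 receptor as counterscreen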
CHO parental Ca: counter-screen for OX1R antagonists: effect in parental CHO cells | inhibition, % at 5.6 µM | 330,000 tested, 0.63% active | parental CHO-K1, ATP-induced calcium, Fluo-8 fluorescence;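 active = inhibition above that plate's mean sample inhibition plus 3 SD, cut at about 26% in these data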;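 also: 0% = ATP-challenged DMSO wells and 100% = DMSO wells without ATP; some compounds past the cut are filed as inactive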
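Material: Parental CHO cells | Reagent: ATP | Compound dosing: Single nominal dose of 5.6 µM per compound | Detection: Intracellular calcium via Fluo-8 no-wash fluorescent dye | Read-out: % inhibition of ATP-induced calcium mobilization | Benchmarks: Low control ATP plus DMSO, high control DMSO only | Replicates: Singlicate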
GPR7 antagonist: human neuropeptides B/W receptor 1 antagonism | inhibition, % at 4.4 µM | P48145 | 290,000 tested, 1.1% active | AID 1861 | GPR7-expressing cells, fluorescence antagonist assay; in the data active = inhibition above about 16%, passing the limit was not always enough;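 also: cells stimulated with the agonist NPW; 0% = agonist with vehicle and 100% = vehicle without agonist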
Target sequence (P48145 whole entry, looked up): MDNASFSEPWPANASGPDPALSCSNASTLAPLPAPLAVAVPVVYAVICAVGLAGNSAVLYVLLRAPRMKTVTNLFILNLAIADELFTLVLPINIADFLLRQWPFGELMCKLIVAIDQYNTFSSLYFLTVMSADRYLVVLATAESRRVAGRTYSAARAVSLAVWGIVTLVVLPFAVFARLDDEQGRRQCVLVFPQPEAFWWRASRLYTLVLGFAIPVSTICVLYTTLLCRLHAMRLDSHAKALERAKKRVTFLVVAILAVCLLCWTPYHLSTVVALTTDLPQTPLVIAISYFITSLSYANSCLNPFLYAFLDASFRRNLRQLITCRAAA
OXTR potentiate: potentiates the human oxytocin receptor response | AID 2445 | P30559 | 320,000 tested, 0.061% active | activation, % at 3 µM | CHO-OTR cells, Fluo-8 calcium fluorescence, potentiator mode; 0% = oxytocin EC15, 100% = EC100;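 active = activation above that plate's cutoff, the mean activation of tested compounds plus 3 SD, cut at about 6.6% in these data, passing the limit was not always enough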;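 also: 100% uses oxytocin at 75 nM as the full agonist control; some results filed as inactive read as strong as hits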
Target sequence (P30559 whole entry, looked up): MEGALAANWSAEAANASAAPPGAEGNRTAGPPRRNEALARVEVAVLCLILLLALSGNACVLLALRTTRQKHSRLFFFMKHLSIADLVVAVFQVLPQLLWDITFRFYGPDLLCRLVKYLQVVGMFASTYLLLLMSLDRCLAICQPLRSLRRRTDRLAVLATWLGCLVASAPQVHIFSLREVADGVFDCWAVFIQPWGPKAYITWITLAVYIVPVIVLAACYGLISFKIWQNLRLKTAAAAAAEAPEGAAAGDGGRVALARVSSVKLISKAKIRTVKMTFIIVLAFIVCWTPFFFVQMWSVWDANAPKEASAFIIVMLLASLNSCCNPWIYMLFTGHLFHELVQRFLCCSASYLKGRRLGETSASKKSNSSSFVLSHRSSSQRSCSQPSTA
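Assay system: CHO cell line stably expressing human OTR. Reagent: EC15 oxytocin agonist. Dosing: single dose, 3.0 µM nominal final compound concentration. Timing: compound 6 min at room temperature before oxytocin, 100 s read. Signal: kinetic Fluo-8 calcium fluorescence. Controls: oxytocin EC15 low and EC100 high.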
M1 PAM parental: M1 PAM counterscreen hit in parental CHO-K1 cells; ATP EC20, Fluo-8 calcium fluorescence; 0% at ATP EC20, 100% at ATP max; AID 602247; 360,000 tested, 0.02% active; activation, % at 3 µM;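 active = activation above the run cutoff, the mean activation of all test compounds plus 3 SD, cut at about 40% in these data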;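 also: peak over basal fluorescence ratio in a 140 s read after ATP addition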
CHO-K1 Ca antag: M1 antagonist counterscreen hit in parental CHO-K1 cells | inhibition, % at 3 µM | ATP-induced calcium, Fluo-8 fluorescence | 360,000 tested, 0.6% active;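 active = inhibition above a per-plate cutoff, the plate's mean sample inhibition plus 3 SD, cut at about 24% in these data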;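 also: 0% = DMSO plus EC80 ATP and 100% = DMSO alone without ATP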
OXTR ag: agonists of human oxytocin receptor; CHO-OTR cells, Fluo-8 calcium fluorescence; normalized: DMSO 0%, oxytocin 100%; activation, % at 3 µM; 320,000 tested, 0.32% active; AID 2435;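 active = activation above the mean of all tested compounds plus 3 SD, cutoff set per screening run, cut at about 20% in these data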;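 also: peak over basal fluorescence ratio from a 100 s FLIPR kinetic read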
V1aR counter: activates human V1a receptor in oxytocin agonist counter-screen; CHO-V1R cells, Fluo-8 calcium fluorescence, agonist mode; 0% DMSO, 100% 3 nM vasopressin; activation, % at 3 µM; 320,000 tested, 0.25% active;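 active = activation above the mean activation of all tested compounds plus 3 SD, per screening run, cut at about 20% in these data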;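 also: signal is peak over basal fluorescence ratio across a 100 second FLIPR read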
An asterisk follows results filed as active; / = no result given.

SMILES	TAAR1 antag	M1 ag parental	CHO parental Ca	GPR7 antagonist	OXTR potentiate	M1 PAM parental	CHO-K1 Ca antag	OXTR ag	V1aR counter
O=C(c1ccco1)N1CCN(Cc2ccc(F)cc2)CC1	-14.4	0.6	-3.5	-7.3	-11.0	14.4	1.4	-0.2	-0.8
CC(=O)N1c2ccc(S(=O)(=O)N3CCCC(C(=O)N4CCCC(C)C4)C3)cc2CC1C (stereo not drawn)	-33.7	3.2	-21.9	1.1	-9.9	-12.3	0.2	0.2	2.2
COC(=O)c1ccccc1NC(=S)NC(NC(=O)c1ccccc1[N+](=O)[O-])C(Cl)(Cl)Cl (stereo not drawn)	-0.5	0.9	-17.5	-7.4	-14.0	13.2	-2.6	0.4	1.0
C#CCOCCOCCOCCNc1nc(N2CCN(C(=O)Cn3cc(CCCN=C(N)N)nn3)CC2)nc(N2CCN(C(=O)[C@H](C(C)C)n3cc(CCO)nn3)CC2)n1	2.2	0.5	-3.5	-0.8	-8.2	11.1	-10.0	0.2	-0.1
O=C(Nc1nccs1)c1ccc2nccnc2c1	1.1	1.1	-17.5	4.6	-4.4	17.7	-2.6	-0.6	0.1
O=C(Nc1nnc(Cc2ccc(Cl)cc2)s1)c1cccnc1	-21.2	0.9	-16.2	-4.9	-0.9	23.8	-12.8	3.1	2.4
CC(=O)OC1=C(C#N)Cn2ccc3cccc1c32	/	/	-1.7	-9.7	-2.7	/	/	0.4	-0.3
O=c1cc(-c2ccccc2)c2c([nH]1)CCCC2	6.5	0.5	/	-13.1	/	13.8	-32.7	/	/
Cc1cccc(N2CC(C(=O)Nc3ccc(S(=O)(=O)N4CCCCC4)cc3)CC2=O)c1C (stereo not drawn)	0.0	2.9	-11.0	11.8	-3.7	12.0	-14.2	1.8	3.2
CC(=O)Nc1ccc(CNc2nc3cc(-c4ccsc4)sc3c(=O)n2C)cc1	-6.5	2.3	/	/	/	12.0	-1.7	/	/
O=C(CCNC(=O)c1ccccc1Cl)Nc1nc2ccccc2[nH]1	1.3	-0.5	-10.0	/	-3.7	-18.4	0.9	-1.2	1.1
CCOC(=O)c1c(NC(=O)c2ccc(S(=O)(=O)N(C)CC3CCCO3)cc2)sc2c1CCN(C)C2 (stereo not drawn)	-9.1	0.6	-21.3	-0.4	-3.7	-1.6	-4.0	-1.2	-0.2
C/C(CC(=O)Nc1ccc2c(c1)OCO2)=N\NC(=O)OC(C)(C)C	-0.7	0.3	-12.8	10.0	-2.2	7.0	-5.4	-0.4	0.8
O=c1oc2ccccc2c2c1SC(C(F)(F)F)C2 (stereo not drawn)	-5.4	2.3	-6.5	7.5	-0.9	5.6	-4.0	0.0	-0.5
CCC1=Nc2cc(C(=O)O)ccc2Sc2ccccc21	-36.2	0.1	-11.9	-8.1	-0.9	8.5	-21.6	1.2	0.4
O=C(Nc1ccc2nc3n(c(=O)c2c1)CCCC3)c1ccccc1[N+](=O)[O-]	19.8	0.8	-6.4	3.0	1.0	15.4	-7.3	-0.6	0.5
COC(=O)c1c(C(=O)OC)n(CCCN)c2ccc(C)cc12	0.5	1.2	2.3	-12.8	-9.3	-9.4	-9.9	2.2	1.2
CC1CCN(S(=O)(=O)c2ccc3[nH]c(=O)cc(C(=O)O)c3c2)CC1	7.8	-0.2	-3.1	-0.9	-3.1	0.9	7.1	0.3	0.3
NC(=Nc1nc(-c2ccccn2)cc2ccccc12)c1ccccn1	-29.3	-0.1	/	/	/	-17.4	1.3	/	/
COC(=O)CC1=C(C(=O)OC)C(c2cccs2)C(C#N)=C(N)O1 (stereo not drawn)	-8.6	0.9	-8.7	14.8	-8.8	19.5	-3.4	-0.8	1.2
CC(=O)Nc1cnn(Cc2ccc(Br)cc2)c1	-5.8	0.7	-2.0	-5.6	-4.9	12.9	-4.8	-0.2	-0.5
COc1ccccc1NC(=O)C(C)Nc1ccc(C)c(Cl)c1 (stereo not drawn)	-18.8	-0.2	-16.8	-8.7	1.3	-13.4	3.1	-2.2	-1.5
Cc1ccc(S(=O)(=O)CCC(=O)OC(C)C(=O)c2c(C)[nH]c3ccccc23)cc1 (stereo not drawn)	-12.4	0.3	-8.9	-5.9	-13.3	6.2	-4.2	6.8	3.7
COC(=O)c1c(-c2ccc(SC)cc2)sc2ccc(OC)cc12	20.5	0.7	-14.1	/	-1.6	2.1	-19.7	1.9	2.2
Cc1ccc2nc(SCC(=O)N3c4ccccc4CC3C)c(C)cc2c1 (stereo not drawn)	-10.5	0.1	-7.6	-4.2	1.1	-2.2	3.6	-1.4	-0.3
Cc1c(Cl)c([N+](=O)[O-])nn1CC(=O)NC(C)C1CC2CCC1C2 (stereo not drawn)	-7.3	1.0	-12.3	19.1	-2.0	0.6	-4.7	-0.7	-0.3
COCCNC(=O)C(c1ccc(C)cc1)N(Cc1ccco1)C(=O)CCC(=O)Nc1ccccn1 (stereo not drawn)	-22.9	1.1	-2.9	1.5	-3.9	0.5	-13.2	0.9	0.0
COc1ccc(Cl)cc1S(=O)(=O)N1CCN(C)CC1	-6.0	-0.7	-1.6	/	-3.9	-3.7	-0.2	0.8	0.9
COc1ccc(-c2cc(CNc3nc(NC(C)C)nc4cc(-c5ccccc5)sc34)on2)cc1	-20.3	0.3	/	/	/	8.5	4.4	/	/

Grouped by structure, the compounds so far containing a cyano group
SMILES	TAAR1 antag	M1 ag parental	CHO parental Ca	GPR7 antagonist	OXTR potentiate	M1 PAM parental	CHO-K1 Ca antag	OXTR ag	V1aR counter
CC(=O)OC1=C(C#N)Cn2ccc3cccc1c32	/	/	-1.7	-9.7	-2.7	/	/	0.4	-0.3
COC(=O)CC1=C(C(=O)OC)C(c2cccs2)C(C#N)=C(N)O1 (stereo not drawn)	-8.6	0.9	-8.7	14.8	-8.8	19.5	-3.4	-0.8	1.2

Record cards, from the list above. Order of values: TAAR1 antag | M1 ag parental | CHO parental Ca | GPR7 antagonist | OXTR potentiate | M1 PAM parental | CHO-K1 Ca antag | OXTR ag | V1aR counter
CC1CCN(S(=O)(=O)c2ccc3[nH]c(=O)cc(C(=O)O)c3c2)CC1 is listed with 7.8 | -0.2 | -3.1 | -0.9 | -3.1 | 0.9 | 7.1 | 0.3 | 0.3
COC(=O)c1c(C(=O)OC)n(CCCN)c2ccc(C)cc12 is listed with 0.5 | 1.2 | 2.3 | -12.8 | -9.3 | -9.4 | -9.9 | 2.2 | 1.2
COc1ccccc1NC(=O)C(C)Nc1ccc(C)c(Cl)c1 (stereo not drawn) is listed with -18.8 | -0.2 | -16.8 | -8.7 | 1.3 | -13.4 | 3.1 | -2.2 | -1.5

Single entries from the entries so far:
CC(=O)N1c2ccc(S(=O)(=O)N3CCCC(C(=O)N4CCCC(C)C4)C3)cc2CC1C (stereo not drawn) | OXTR potentiate: -9.9
O=C(Nc1ccc2nc3n(c(=O)c2c1)CCCC3)c1ccccc1[N+](=O)[O-] | OXTR potentiate: 1.0
CC(=O)OC1=C(C#N)Cn2ccc3cccc1c32 | CHO parental Ca: -1.7
Cc1cccc(N2CC(C(=O)Nc3ccc(S(=O)(=O)N4CCCCC4)cc3)CC2=O)c1C (stereo not drawn) | M1 PAM parental: 12.0
Cc1c(Cl)c([N+](=O)[O-])nn1CC(=O)NC(C)C1CC2CCC1C2 (stereo not drawn) | M1 PAM parental: 0.6
O=c1oc2ccccc2c2c1SC(C(F)(F)F)C2 (stereo not drawn) | OXTR potentiate: -0.9
